BRCA1 expr act: activators of BRCA1 expression. MCF7-BRCA1-FFLuc reporter, luminescence, 48 h; response scale: scaled: vehicle 0%, 10 µM genistein 100%. Potency, µM (series often up to 46.1 µM), for the others: top-dose activation, usual class: activators. 380,000 compounds, 1.1% hits; note: potency is the fitted concentration of half-maximal effect; nearly all actives have a fitted effect of over 80% in size; some results filed as inactive show a strong effect at the top dose
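MCF7 cells carrying a BRCA1-firefly luciferase reporter (2000 cells/well, phenol-red free MEM) were attached for 2 h at 37 °C, then given compounds for 48 h. Luminescence was read 15 min after luciferase reagent; activity normalized to genistein (10 microM) and DMSO.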
B2AR arrestin: beta2AR (human) beta-arrestin recruitment activity. P07550. beta-arrestin recruitment to beta2AR, cell-based reporter. Potency, µM (highest dose often 46.1 µM), for the others: top-dose activation, actives largely listed as activators. 330,000 compounds, 0.02% hits;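 note: potency is the fitted concentration of half-maximal effect; 0% = DMSO controls and full agonism = EC100 isoproterenol or metaproterenol; nearly all actives have a fitted effect of over 65% in size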
Target sequence (P07550 whole entry, looked up): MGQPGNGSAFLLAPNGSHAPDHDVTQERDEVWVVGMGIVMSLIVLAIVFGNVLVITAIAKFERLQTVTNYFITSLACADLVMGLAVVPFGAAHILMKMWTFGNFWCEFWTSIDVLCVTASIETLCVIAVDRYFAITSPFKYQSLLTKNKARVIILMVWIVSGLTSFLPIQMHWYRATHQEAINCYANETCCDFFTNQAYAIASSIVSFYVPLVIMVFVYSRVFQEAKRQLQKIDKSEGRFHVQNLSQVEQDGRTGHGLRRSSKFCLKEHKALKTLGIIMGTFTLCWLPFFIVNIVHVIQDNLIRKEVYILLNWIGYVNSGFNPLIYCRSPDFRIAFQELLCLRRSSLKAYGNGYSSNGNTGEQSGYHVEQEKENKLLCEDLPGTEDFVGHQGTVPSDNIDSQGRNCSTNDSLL
USP2a inh: inhibitors of human ubiquitin-specific protease USP2a; O75604; USP2 core, Ub-CHOP2 coupled fluorogenic reporter, 485/531; Potency, µM (doses to about 38.3 µM), for the others: at the top dose activity change, negative = inhibition, actives largely listed as inhibitors; 330,000 compounds, 0.01% hits;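 note: potency is the fitted concentration of half-maximal effect; plate controls were DMSO wells for no effect and full inhibition by NEM control for full effect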
Target sequence (O75604 whole entry, looked up): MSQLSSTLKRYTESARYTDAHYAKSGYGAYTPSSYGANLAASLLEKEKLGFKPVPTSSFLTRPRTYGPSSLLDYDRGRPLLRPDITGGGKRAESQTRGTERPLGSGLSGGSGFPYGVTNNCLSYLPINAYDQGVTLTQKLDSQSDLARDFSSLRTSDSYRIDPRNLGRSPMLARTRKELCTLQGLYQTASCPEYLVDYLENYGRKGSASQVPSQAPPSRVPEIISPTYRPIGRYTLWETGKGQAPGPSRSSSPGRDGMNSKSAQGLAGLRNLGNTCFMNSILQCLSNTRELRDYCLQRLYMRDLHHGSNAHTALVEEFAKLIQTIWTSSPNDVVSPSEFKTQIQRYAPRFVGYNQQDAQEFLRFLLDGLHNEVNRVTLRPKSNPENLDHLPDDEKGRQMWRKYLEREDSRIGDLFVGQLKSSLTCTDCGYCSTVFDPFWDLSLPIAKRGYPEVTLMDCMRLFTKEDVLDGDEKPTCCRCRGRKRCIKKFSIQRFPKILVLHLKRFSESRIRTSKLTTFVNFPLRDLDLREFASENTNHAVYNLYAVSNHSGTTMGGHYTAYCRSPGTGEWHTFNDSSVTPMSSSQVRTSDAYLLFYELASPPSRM
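Deubiquitinase activity read as fluorescence (485/531 nm) after Ub-CHOP2 cleavage activates the enterokinase reporter on its substrate; USP2 core 10nM, Ub-CHOP2 and substrate 25nM each, 30min compound preincubation then 60min RT; data normalized to NEM, curves fitted.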
uPA generation: inhibitors of cell surface uPA generation; cell surface uPA generation assay, qHTS; 330,000 compounds, 0.31% hits; Potency, µM (series often up to 38.3 µM), without a hit: top-dose activity change, negative = inhibition, usual class: inhibitors; active = well fitted inhibition curve with a large enough effect; inconclusive = small, poorly fitted or top-dose-only effect; inactive = no such curve, though single readings can be large or run the other way; tested in mouse RAW 264.7 cells; note: potency is the fitted concentration of half-maximal effect; % is set by controls: 0 for no effect and ±100 for the full control effect; nearly all actives have a fitted effect of over 55% in size
ELG1 genotox: genotoxicity induction in ELG1-luciferase HEK293T cells; Potency, µM (titrated, usually from 46 µM), inactives show at the highest dose activity change, positive = activation, most hits filed as activators; 330,000 compounds, 1.3% hits; HEK293T ELG1-luciferase reporter, luminescence, 16 h; note: potency is the fitted concentration of half-maximal effect; % of control where 0% means no effect; nearly all actives have a fitted effect of over 60% in size
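Genotoxic stress is detected as increased luminescence from luciferase-tagged ELG1 in HEK293T cells, measured with ONE-Glo after a 16 hr treatment at 37 °C.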
TSG101-PTAP inh: blocks PTAP/TSG101 interaction to inhibit HIV-1 budding | Fluorescence polarization, FITC-PTAP peptide / Tsg101 binding | Potency, µM (top dose mostly 115 µM), for the others: top-dose activity change, negative = inhibition, hits mostly inhibitors | 340,000 tested, under 10 active | AID 493005; active = well fitted inhibition curve with a large enough effect in the main read-out, with a control signal flat, not every such curve was filed as active; inconclusive = small, poorly fitted or top-dose-only effect, or effect the other way, or a change in a side signal; inactive = no such curve, though single readings can be large or run the other way; note: potency is the fitted concentration of half-maximal effect; % of control where 0% means no effect
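Fluorescence anisotropy tracks displacement of a FITC-tagged PTAP peptide (50 nM) from the Tsg101 binding domain (10 uM), following a 20 min room-temperature incubation at pH 7.5.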
Eya2 inh: Eya2 (human) phosphatase inhibition. O00167. recombinant Eya2, OMFP fluorescence dephosphorylation (OMFP is methylfluorescein phosphate). Potency, µM (titrated, usually from 76.9 µM), inactives show at the highest dose activity, negative = inhibition, actives largely listed as inhibitors. 330,000 compounds, 0.006% hits; note: potency is the fitted concentration of half-maximal effect; % is set by controls: 0 for no effect and ±100 for the full control effect
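Eya2 protein (added as 0.2 uM solution) was preincubated with compound for 10 min at ambient temperature in 50 mM HEPES pH 7.5, 50 mM NaCl, 5 uM MgCl2, 0.05% BSA, 1 mM DTT. OMFP (added at 50 uM) then reacted 10 min; fluorescence read at 485/525 nm.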
TRPV1 ag: agonists of human vanilloid receptor 1 (TRPV1) | activation, % at 8.33 µM | 320,000 compounds, 0.19% hits | TRPV1-expressing cells, Fluo-8 calcium influx, agonist mode | Q8NER1; in the data active = activation above about 80%; inconclusive = between about 30% and that limit; note: 0% is about no effect
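Cells expressing TRPV1 were dye-loaded with Fluo-8 and read kinetically: 10 s baseline, 3 min after compound (agonist portion), then 2 min after EC20 capsaicin (allosteric enhancer portion). Calcium-bound dye fluorescence at 480/520 nm.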
a7 integrin act: activators of alpha7 integrin expression for muscular dystrophy | 350,000 compounds, 0.064% hits | alpha7betagal myoblasts, beta-gal FDG fluorescence, 48 h | Potency, µM (series often up to 38.3 µM), for inactives: at the highest dose activation, most hits filed as activators;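 note: potency is the fitted concentration of half-maximal effect; 100% = response of the positive control SU9516; nearly all actives have a fitted effect of over 60% in size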
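Alpha7betagal+/- myoblasts (passage 13) were plated 16-24 hr, then exposed to compounds (1:260 dilution of DMSO stock) for 48 hours at 37C. After MPER lysis, β-galactosidase reporter activity was read as FDG fluorescence (ex 480/em 540) after 30 minutes.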
p53 reactivator: mutant p53 re-activation in reporter cells. H1299 p53-A138V BP100-luciferase reporter, luminescence, 24 h. Potency, µM (series often up to 92.2 µM), without a hit: at the highest dose activity change, positive = activation, hits mostly activators. 320,000 compounds, 0.063% hits; note: potency is the fitted concentration of half-maximal effect; % of control where 0% means no effect; nearly all actives have a fitted effect of over 45% in size
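p53-null H1299 cells stably carrying temperature-sensitive p53-A138V and a BP100-luciferase reporter were pinned with compounds (4-point, 1:5 series) and held 24 hrs at 37 deg C. Luminescence was read 10 min after detection reagent.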
ASM inhibitor: inhibitors of human secretory acid sphingomyelinase; P17405; placental ASM, HMU-PC fluorogenic substrate, 60 min; Potency, µM (doses to about 57.5 µM), for inactives: top-dose activity change, negative = inhibition, usual class: inhibitors; 340,000 compounds, 0.006% hits; AID 504937; note: potency is the fitted concentration of half-maximal effect
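Fluorogenic HMU-PC substrate (9 uM final) is turned over by placental ASM in 60 min at 37 C after a 10 min compound preincubation. Reaction ended by alkaline stop (pH 10), with fluorescence read at 386/447 nm.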
Active calls of the source: *; ? = inconclusive; nt = no result given; [ ] = another dose, or the depositor's remark. Unless noted, calls come from the whole dose curve; as a rule, active = well fitted curve in the direction sought with a large enough effect; inconclusive = small, poorly fitted or top-dose-only effect, or another doubt; inactive = no such curve, though single readings can be large; an effect the other way counts as inactive or inconclusive.

SMILES	BRCA1 expr act	B2AR arrestin	USP2a inh	uPA generation	ELG1 genotox	TSG101-PTAP inh	Eya2 inh	TRPV1 ag	a7 integrin act	p53 reactivator	ASM inhibitor
Cc1ccccc1N(C(=O)Cc1c[nH]c2ccccc12)C(C(=O)NC1CCCCC1)c1ccco1 (stereo not drawn)	-24.8%	-0.1%	2.5%	6.1%	?	-2.2%	-4.8%	-0.9	-10.4%	-0.9%	4.9%
COc1ccc(NC(=S)N2C3CCC2CC(NC(=O)NC24CC5CC(CC(C5)C2)C4)C3)c(OC)c1 (stereo not drawn)	-0.2%	0.0%	-2.2%	5.9%	-7.9%	-1.2%	-16.2%	3.4	-25.3%	-0.5%	-0.1%
S=C(NC1CCCCC1)N1CCCCC1	0.0%	-0.1%	-1.9%	0.0%	-1.2%	-2.2%	-9.1%	22.8	-20.4%	-1.9%	4.5%
Cc1cc(C(=O)CSc2nc(N)cc(N)n2)c(C)n1C1CC1	-18.0%	-0.5%	-1.3%	3.9%	-12.3%	0.5%	9.8%	-11.4	-1.8%	-3.2%	0.0%
CCCCC(C(=O)O)C(C)CC(=O)NNC(=O)c1ccco1 (stereo not drawn)	-17.7%	-0.2%	3.8%	1.6%	-10.3%	-2.9%	-8.6%	-0.2	-4.8%	-5.6%	-2.0%
Cc1cccc(-n2cc(C(=O)O)c(=O)cc2C)c1	-1.7%	0.1%	-0.4%	2.2%	-4.0%	-0.5%	-25.1%	1.9	8.2%	-3.6%	-0.3%
CC(NC(=O)COc1ccccc1)C(=O)NCc1ccccc1Cl (stereo not drawn)	-11.6%	-0.2%	2.7%	8.5%	-1.5%	0.0%	-2.6%	nt	25.9%	-3.0%	5.5%
CCCc1ccc(S(=O)(=O)N(C)S(=O)(=O)c2ccc(F)cc2)cc1	-1.3%	-0.1%	0.1%	0.6%	-13.1%	-4.3%	-8.4%	10.6	?	-2.1%	-0.1%
CC(COc1ccccc1)N1CCC(CO)(CCc2ccccc2)CC1 (stereo not drawn)	-15.6%	0.0%	-0.4%	-2.8%	-7.2%	2.2%	2.6%	13.4	-48.6%[inhibitor]	-1.2%	-4.2%
COc1ccc(CNC(=O)c2ccc(S(=O)(=O)N3CCCC3)cc2)cc1OC	-5.0%	0.5%	-3.9%	5.1%	-2.2%	-2.7%	-25.0%	-0.7	-24.4%	-1.5%	3.9%
COc1ccc2nc(NC(=O)c3ccoc3C)sc2c1	?	-0.2%	0.8%	?	?	nt	10.8%	?	29.2%	?	0.6%
COc1ccc(C(=O)CSc2nc(C)cc(C)n2)cc1[N+](=O)[O-]	-11.3%	-0.1%	-8.0%	2.2%	-6.1%	-4.0%	-4.1%	-1.7	-21.0%	-0.3%	-3.1%
O=C(COC(=O)[C@@H]1CCCN1S(=O)(=O)c1ccc(Cl)cc1)NCC(F)(F)F	-21.9%	0.1%	1.5%	4.4%	4.4%	-3.9%	-2.2%	8.6	-7.6%	-1.4%	7.6%
O=C(Nc1cccc(-c2csc(Nc3ccc(Cl)cc3)n2)c1)c1cc([N+](=O)[O-])cc(C(F)(F)F)c1	-72.0%	-0.2%	-15.0%	?	-11.4%	-0.2%	7.7%	-2.3	-16.9%	8.6%	3.8%
O=C(NC(=S)N(Cc1ccccc1)c1ccccn1)C1CCCCC1	-10.3%	-1.0%	0.0%	1.3%	-0.1%	-0.5%	-12.0%	0.0	-14.6%	-2.5%	1.0%
COc1ccc(-c2noc(=O)[nH]2)cc1	-7.7%	-1.7%	-1.3%	2.0%	3.3%	-4.8%	1.3%	0.9	0.0%	5.4%	1.9%
Cc1cc(NC(=O)c2cc3ccccc3o2)ccc1NC(=O)c1ccccc1	23.8%	0.9%	2.1%	0.9%	-7.9%	-0.2%	-4.1%	-1.5	-23.8%	nt	7.2%
COC(=O)C1=C(C)Nc2c(c(=O)n(C)c(=O)n2C)C1c1cccnc1 (stereo not drawn)	-20.4%	0.2%	0.9%	-1.1%	0.6%	-2.7%	0.6%	0.6	19.3%	-5.2%	32.0%
COc1cccc(C(=O)Nc2nnc(SCC(=O)Nc3ccc(NC(C)=O)cc3)s2)c1	39.7%	-0.8%	1.0%	2µM*	?	nt	7.0%	0.0	7.9%	29.0%	-5.0%
COc1cccc2cc(C(=O)NCCc3ccccc3)oc12	?	0.5%	2.6%	6.8%	1.0%	2.9%	-2.0%	13.8	-2.3%	-2.1%	-1.7%

A few values from above:
Value for O=C(NC(=S)N(Cc1ccccc1)c1ccccn1)C1CCCCC1 under BRCA1 expr act: -10.3%
Value for COc1cccc2cc(C(=O)NCCc3ccccc3)oc12 under TRPV1 ag: 13.8

More compounds follow:
SMILES	BRCA1 expr act	B2AR arrestin	USP2a inh	uPA generation	ELG1 genotox	TSG101-PTAP inh	Eya2 inh	TRPV1 ag	a7 integrin act	p53 reactivator	ASM inhibitor
COc1cccc(-c2coc3cc4oc(=O)c(CCC(=O)O)c(C)c4cc23)c1	-23.2%	-0.4%	-1.9%	-9.0%	7.1%	-2.9%	-12.7%	18.8	-3.4%	-1.3%	23.3%
COc1ccc(COC(=O)c2sc3nc4n(c(=O)c3c2C)CCC4)cc1	-18.5%	-1.0%	1.7%	1.1%	2.0%	2.5%	40.7%	-1.8	-9.9%	1.0%	-21.7%
CC1CCCN(C(=O)Nc2cccc(NC(=O)N3CCCC(C)C3C)c2)C1C (stereo not drawn)	2.2%	-0.2%	-0.3%	-2.9%	-1.8%	0.2%	-8.9%	5.8	-9.5%	5.6%	1.7%
O=C(/C=C/c1ccco1)OCn1nnc2ccccc2c1=O	2.6%	0.2%	-0.7%	-2.8%	3.2%	0.2%	-3.5%	8.4	3.6%	1.8%	-0.3%
COc1ccc(OC)c(NC(=O)C2CCCN2S(=O)(=O)c2cccc3nsnc23)c1 (stereo not drawn)	-10.3%	0.4%	5.9%	5.3%	-6.7%	-9.9%	-2.8%	3.8	?	-6.3%	3.1%
Cc1ccc(C(=O)Nc2nnc(-c3cccs3)s2)cc1C	33.8%	-0.4%	3.5%	4.1%	8.2µM*	-6.4%	-5.4%	2.5	26.0%	?	52.4%[activator]
COc1ccccc1N1CCN(C(=O)CCc2nnc3ccc(N4CCC(C)CC4)nn23)CC1	-26.3%	0.3%	-0.9%	-13.4%	-11.5%	-1.7%	0.9%	2.6	4.7%	-7.7%	-0.2%
Cc1ccc(NC(=O)CS(=O)Cc2nc(-c3ccc(C)cc3)oc2C)cc1 (stereo not drawn)	-29.9%	0.1%	9.9%	8.2%	1.1%	-0.8%	3.4%	nt	0.4%	1.1%	-2.9%
Cc1cccc(CN2CCN(Cc3cnn(-c4ccccc4F)c3)CC2CCO)n1 (stereo not drawn)	-16.9%	-1.2%	-1.4%	5.4%	-0.7%	-6.4%	6.4%	-3.7	19.4%	0.9%	-0.9%
Cc1ccccc1C(=O)c1cccn1CC(=O)NCC(C)c1ccccc1 (stereo not drawn)	0.0%	-1.3%	-4.4%	3.8%	-3.9%	-4.4%	-3.6%	5.9	-34.1%	-12.6%	-3.8%
COc1ccc(CNS(=O)(=O)c2ccc(NC(=O)N3CCCCC3)cc2)cc1	-11.9%	0.3%	0.0%	1.8%	5.0%	0.8%	17.1%	7.9	-48.4%[inhibitor]	nt	-1.4%
COc1ccc(OCc2cc(C(=O)NC(C)Cc3cnccn3)no2)c(Cl)c1 (stereo not drawn)	11.2µM*	-0.4%	-0.5%	?	?	-0.3%	-18.0%	2.2	30.4%	?	1.7%
C=CCn1nnnc1-c1cccc(Cl)c1	-6.3%	0.3%	1.1%	-6.3%	-0.2%	1.5%	-2.4%	-0.8	?	-0.1%	-5.1%
Cc1ccc(CN2CCS(=O)(=O)CC2)o1	-0.1%	-0.2%	-1.5%	-4.0%	-14.3%	2.7%	12.9%	-3.3	12.8%	2.7%	7.1%
COc1ccc(C=NNc2nc3ccccc3s2)cc1	?	nt	nt	-12.8%	nt	4.0%	nt	nt	26.4%	nt	4.9%
S=C(Nc1ccc(Br)cc1)NC1CCCCC1	10µM*	-0.4%	4.1%	2.4%	7.4%	-6.2%	-11.5%	?	-47.7%[inhibitor]	?	1.1%
COc1ccc(N(CC(=O)N2CCN(c3ccccc3F)CC2)S(=O)(=O)c2ccc(C)cc2)cc1	-28.2%	0.1%	2.4%	-8.5%	-4.9%	0.7%	-4.4%	-7.2	?	5.0%	-4.3%
NC(=O)C1CC(=O)N(Cc2ccc3c(c2)OCO3)C(=Nc2ccccc2)S1 (stereo not drawn)	-1.2%	-0.1%	-1.3%	-1.5%	1.0%	-2.9%	-12.8%	-2.3	27.2%	-1.5%	-0.4%

Screening data (PubChem)
